# Source: PubChem
# Growth percent in the NCI-60 one-dose screen (48 h, 10 µM unless noted): 100 = growth as untreated, 0 = no growth, -100 = all killed.
# OVCAR-8 – OVCAR-8 ovarian cancer. hit rate 4.4% among 81,000. AID 1794782
# U251 – U251 CNS tumor cells. AID 1794753. hit rate 5.4% among 80,000
# PC-3 – PC-3 prostate cancer cells; hit rate 3.9% among 80,000; AID 1794754
# SK-OV-3 – SK-OV-3 ovarian cancer cells; AID 1794785; hit rate 3.2% among 80,000
# OVCAR-3 – OVCAR-3 ovarian cancer; AID 1794787; hit rate 7% among 79,000
# OVCAR-4 – OVCAR-4 ovarian cancer cells. hit rate 3.7% among 80,000. AID 1794784
# OVCAR-5 – OVCAR-5 ovarian cancer | hit rate 2.9% among 82,000
# SF-295 – SF-295 CNS cancer cells. hit rate 5.6% among 79,000. AID 1794758
# DU-145 – DU-145 prostate cancer | hit rate 4.2% among 81,000
# The depositor's hits bear a star; · = not tested or not shown; & = joins results of further samples; [ ] = another dose, or the depositor's remark. Rule for the calls: active = growth percent below 10; inactive = the rest.
SMILES,OVCAR-8,U251,PC-3,SK-OV-3,OVCAR-3,OVCAR-4,OVCAR-5,SF-295,DU-145
CCN1CCN(Cc2ccc(C(=O)N=Nc3c(O)[nH]c4ccc(F)cc34)cc2C(F)(F)F)CC1,114,115,107,109,117,113,115,106,111
CC(=O)CC(=O)NC1CCc2ccccc21 (stereo not given),106,109,104,101,109,114,97,121,111
COc1ccccc1/C=C1\SC(=S)NC1=O,106&108,94&105,99&106,93&115,105&114,91&102,104&105,100&127,105
COc1ccc2nc3cc(Cl)ccc3c(Nc3cc(C(C)C)c(O)cc3C)c2c1,50,20,·,63,·,30,69,5.2*,52
OC(COc1ccccc1)COc1ccccc1,106,111,96,111,109,105,81,95,110
Cn1cc(-c2nc3c(F)cc4[nH]ncc4c3c3c2CCCC3)c(C(F)(F)F)n1,39,60,0.3*,14,55,74,65,49,52
O=C(CCCCCCN1CC(=O)N2[C@@H](c3ccc(Cl)c(Cl)c3)c3[nH]c4ccccc4c3C[C@H]2C1=O)NO,50,41,26,74,35,46,46,62,57
O=C(/C=C(\Nc1ccccc1)c1ccccc1)c1cn(-c2ccc([N+](=O)[O-])cc2)nn1,53,87,80,106,112,88,116,73,125
O=C(O)C(c1ccccc1)C(O)C1CCCCC1 (stereo not given),99,94,93,107,106,109,99,102,·
CC1(C)CCCN1CCCN1c2ccccc2Sc2ccc(Cl)cc21,96,58,53,76,68,53,89,68,79
NC(=O)c1ccc(Cl)nc1,100,97,96,95,109,105,103,102,115
N#Cc1c(-c2cccs2)cc(-c2cnccn2)nc1SCC(=O)N/N=C/c1cccs1,56,20,54,57,62,72,83,49,37

# An excerpt of these results, with tabs:
mol	OVCAR-8	U251	PC-3	SK-OV-3	OVCAR-3	OVCAR-4	OVCAR-5	SF-295	DU-145
Cn1cc(-c2nc3c(F)cc4[nH]ncc4c3c3c2CCCC3)c(C(F)(F)F)n1	39	60	0.3*	14	55	74	65	49	52
O=C(CCCCCCN1CC(=O)N2[C@@H](c3ccc(Cl)c(Cl)c3)c3[nH]c4ccccc4c3C[C@H]2C1=O)NO	50	41	26	74	35	46	46	62	57
O=C(/C=C(\Nc1ccccc1)c1ccccc1)c1cn(-c2ccc([N+](=O)[O-])cc2)nn1	53	87	80	106	112	88	116	73	125
O=C(O)C(c1ccccc1)C(O)C1CCCCC1 (stereo not given)	99	94	93	107	106	109	99	102	·

# Other records
SMILES,OVCAR-8,U251,PC-3,SK-OV-3,OVCAR-3,OVCAR-4,OVCAR-5,SF-295,DU-145
c1ccc(C(c2nc3ncncc3[nH]2)N2CSc3nc4ccccc4n3C2)cc1 (stereo not given),·,107,96,102,105,100,103,101,110
Nc1ccc(/C=C2\C=Cc3ccccc32)cc1,118,96,·,103,85,86,101,97,100
CCCCCCCCCCCCCCCCOc1ccc(S(=O)(=O)N(C)C)cc1[N+](=O)[O-],102,51,94,79,117,101,101,·,113
Cc1cc(CSc2ccccc2C(=O)N2CCN(CC(=O)Nc3ccccc3Cl)CC2)no1,104,97,87,100,108,91,84,93,113
Ic1ccc(-c2ccccc2)cc1,103,101,97,100,109,113,108,99,100
C=CCN1C=CC(=O)[C@H](O[Si](C)(C)C(C)(C)C)[C@@H]1/C=C/c1ccccc1,-47*[100 µM],-40*[100 µM],-76*[100 µM],-88*[100 µM],-74*[100 µM],-84*[100 µM],-83*[100 µM],-67*[100 µM],-59*[100 µM]
COc1ccc(-c2cc(-c3cn(-c4cccc(Cl)c4)nc3-c3ccc(OC)cc3)nc(N)n2)cc1,87,93,71,96,101,93,92,100,106
CCCCCCCCCCOCCS,109,105,88,112,114,97,107,116,116
CC(=O)C1=C(C)NC(NN)=NC1c1ccccc1 (stereo not given),108,112,94,110,110,88,90,101,93
Cc1[nH]c2c(C)cccc2c1C,107,104,89,107,100,97,96,104,126
COc1c(O)cc2oc3cc(O)c(CC=C(C)C)c(O)c3c(=O)c2c1C/C=C(\C)CCC=C(C)C,24,24,19,100,62,73,85,87,81
O=C1CSC(c2cn(-c3ccccc3)nc2-c2ccc(Cl)c(Cl)c2)N1c1cccc(F)c1 (stereo not given),100,92,98,109,115,91,108,98,110
CCc1ccc2c(c1)N(CCO)C1=C(C(=O)OC1)C2c1ccccc1 (stereo not given),·,45,94,95,111,104,94,86,115
Cc1cc(Nc2ccc(C(=O)N3CCCC3)cc2)nc(NCCCNc2ccnc3cc(Cl)ccc23)n1,108,53,93,101,90,70,103,103,92
Oc1c(Cl)cc(Cl)cc1/C=N/c1nc(-c2ccc(Cl)cc2)cs1,93,91,79,115,89,81,91,·,102
Clc1ccc(SCc2ccc(CSc3ccc(Cl)cc3)cc2)cc1,107,105,98,100,107,·,103,118,107
O=C(CC1=CCCCC1)c1ccccc1,99,109,102,101,116,115,108,107,116
CCOS(=O)(=O)c1ccc([N+](=O)[O-])cc1,104,99,98,111,106,101,103,101,108
CCCCCC(C)NCC(C)(C)O (stereo not given),97,104,97,104,110,110,119,108,106
CSc1ccc(-c2nc3ccccc3[nH]2)cc1,102,·,102,94,90,98,99,97,97
CNC(=O)c1cc(N2CCc3cc(NC(=O)c4ccc(N5CCOCC5)c(C(F)(F)F)c4)ccc32)ccn1,54,61,39,79,·,68,89,27,85
C/C(=N\Nc1ccc(Cl)cn1)c1ccc2ccccc2n1,6.7*,7.0*,18,1.7*,18,37,30,2.9*,20
Cc1ccc(Nc2nc(N)nc(CSCC(=O)N3CCCCC3)n2)cc1,100,103,98,119,99,100,103,99,105
Oc1ccc2ccccc2c1CN(Cc1cc(Cl)cc(Cl)c1O)C1CCCCC1,99,100,94,109,112,108,110,112,111
O=c1oc2cc(N3CCOCC3)ccc2cc1-c1nc2ccccc2[nH]1,106,103,84,104,108,94,104,97,108
CCOC(=S)SCc1cc(=O)oc2ccc(Cl)cc12,102,99,89,97,101,110,113,85,98
Ic1ccc(Cn2cncc2-c2c[nH]c3ccccc23)cc1,77,76,59,101,80,63,77,75,87
O=C(O)CCSc1ccccc1[N+](=O)[O-],94,96,100,111,103,111,89,102,111
c1cnc2c(c1)CCCC2,109,·,101,105,113,107,108,94,115
O=C(Nc1ccc2c(c1)C(=O)c1ccccc1C2=O)C(=O)Nc1ccc2c(c1)C(=O)c1ccccc1C2=O,103,97,93,103,113,101,97,96,113
O=S1(=O)C[C@H](O)[C@H](O)CS1,·,95,99,117,104,73,98,88,102
N#CCCN/N=C\c1ccc2c(c1)OCO2,105,96,89,78,101,100,102,·,107
CCOC(=O)[C@@]12CCCC=C1N1c3cc(Cl)ccc3-c3ccnn3[C@H]1CC2,94,·,53,102,104,95,104,94,112
O=C(NC1CCc2ccccc21)c1ccccc1 (stereo not given),96,87,93,102,104,109,120,108,106
Fc1ccc(-c2cn3nc(-c4c[nH]c5ccc(Br)cc45)sc3n2)cc1,94,92,74,77,86,85,69,87,91
N#CCC(=O)NNc1nc2ccccc2nc1Cl,96,96,93,99,105,86,94,100,103

# 20 compounds already listed, ordered by SMILES length, low to high.
SMILES,OVCAR-8,U251,PC-3,SK-OV-3,OVCAR-3,OVCAR-4,OVCAR-5,SF-295,DU-145
c1cnc2c(c1)CCCC2,109,·,101,105,113,107,108,94,115
CCCCCC(C)NCC(C)(C)O (stereo not given),97,104,97,104,110,110,119,108,106
Ic1ccc(-c2ccccc2)cc1,103,101,97,100,109,113,108,99,100
CC(=O)CC(=O)NC1CCc2ccccc21 (stereo not given),106,109,104,101,109,114,97,121,111
COc1ccccc1/C=C1\SC(=S)NC1=O,106&108,94&105,99&106,93&115,105&114,91&102,104&105,100&127,105
Nc1ccc(/C=C2\C=Cc3ccccc32)cc1,118,96,·,103,85,86,101,97,100
CCOC(=S)SCc1cc(=O)oc2ccc(Cl)cc12,102,99,89,97,101,110,113,85,98
Ic1ccc(Cn2cncc2-c2c[nH]c3ccccc23)cc1,77,76,59,101,80,63,77,75,87
Clc1ccc(SCc2ccc(CSc3ccc(Cl)cc3)cc2)cc1,107,105,98,100,107,·,103,118,107
Cc1ccc(Nc2nc(N)nc(CSCC(=O)N3CCCCC3)n2)cc1,100,103,98,119,99,100,103,99,105
O=c1oc2cc(N3CCOCC3)ccc2cc1-c1nc2ccccc2[nH]1,106,103,84,104,108,94,104,97,108
Oc1c(Cl)cc(Cl)cc1/C=N/c1nc(-c2ccc(Cl)cc2)cs1,93,91,79,115,89,81,91,·,102
Fc1ccc(-c2cn3nc(-c4c[nH]c5ccc(Br)cc45)sc3n2)cc1,94,92,74,77,86,85,69,87,91
c1ccc(C(c2nc3ncncc3[nH]2)N2CSc3nc4ccccc4n3C2)cc1 (stereo not given),·,107,96,102,105,100,103,101,110
CCOC(=O)[C@@]12CCCC=C1N1c3cc(Cl)ccc3-c3ccnn3[C@H]1CC2,94,·,53,102,104,95,104,94,112
Cc1cc(Nc2ccc(C(=O)N3CCCC3)cc2)nc(NCCCNc2ccnc3cc(Cl)ccc23)n1,108,53,93,101,90,70,103,103,92
C=CCN1C=CC(=O)[C@H](O[Si](C)(C)C(C)(C)C)[C@@H]1/C=C/c1ccccc1,-47*[100 µM],-40*[100 µM],-76*[100 µM],-88*[100 µM],-74*[100 µM],-84*[100 µM],-83*[100 µM],-67*[100 µM],-59*[100 µM]
COc1ccc(-c2cc(-c3cn(-c4cccc(Cl)c4)nc3-c3ccc(OC)cc3)nc(N)n2)cc1,87,93,71,96,101,93,92,100,106
COc1c(O)cc2oc3cc(O)c(CC=C(C)C)c(O)c3c(=O)c2c1C/C=C(\C)CCC=C(C)C,24,24,19,100,62,73,85,87,81
O=C(Nc1ccc2c(c1)C(=O)c1ccccc1C2=O)C(=O)Nc1ccc2c(c1)C(=O)c1ccccc1C2=O,103,97,93,103,113,101,97,96,113

# Continuation.
SMILES,OVCAR-8,U251,PC-3,SK-OV-3,OVCAR-3,OVCAR-4,OVCAR-5,SF-295,DU-145
CCOC(=O)NC1=NCC(C)(C)S1,104,101,94,95,97,102,99,99,107
Clc1ccc(CNc2ncnc3[nH]ncc23)c(Cl)c1,89,88,91,97,97,85,99,98,99
O=C(Nc1ccc(C2CCNCC2)cn1)c1ccccc1,99,94,92,105,109,101,101,101,106
COc1ccc2nc(NC(=O)c3cccnc3Nc3ccc(S(N)(=O)=O)cc3)sc2c1,97,97,72,116,99,82,102,93,105
Cc1cc(OC(=O)CSc2nc3ccccc3s2)nc2[nH]c(=O)sc12,102,·,99,114,107,97,98,100,104
Nc1[nH]c(=O)[nH]c(=O)c1NCc1ccccc1,102,96,99,101,111,104,105,99,112
C=CCc1cc2c(cc1COCCOCCOCCCC)OCO2,108,94,98,111,98,109,86,101,·
O=C1COCCN1c1ccc(Nc2nc(Nc3ccc(N4CCOCC4=O)cc3)nc(OCCCl)n2)cc1,105,97,102,99,109,103,88,99,107
Fc1ccc(CSc2nnc(-c3cccs3)n2-c2ccccc2)cc1,101,100,83,96,98,84,104,98,103
CC(C)(C)c1ccc2c(c1)CN(Cc1ccc(Cl)cc1)CO2,94,95,92,104,104,83,98,129,106
Cc1occc1-c1nc2s/c(=C/c3ccc(-c4cc(C(F)(F)F)ccc4Cl)o3)c(=O)n2n1,103,105,98,110,·,102,105,100,103
O=NN(CCCl)C(=O)NC1CCCCC1,103&97,106&94,98&98,109&117,102&102,109&90,104&93,105&114,116&113
COc1cc(-c2cc(-c3nc4ccc(F)cc4[nH]3)[nH]n2)cc(OC)c1OC,·,46,-18*,13,24,-2.3*,89,·,35
CCOC(=O)c1nc(Oc2ccc(NC(=O)Nc3cccc(C)c3)cc2)c2ccccc2n1,113,106,107,106,113,112,104,101,98
Cc1c/c(=N\NC(=O)Nc2ccc(Br)cc2)oc2cc(O)ccc12,96,99,98,89,106,109,104,102,106
CCCCCCC(=O)OCC1CCCO1 (stereo not given),97,89,86,94,117,111,94,112,111
O=C1/C(=C/C=C/c2ccc(F)cc2)Cc2c(Br)cccc21,95,93,90,98,106,86,98,94,103
C#CCOc1ccccc1C(Nc1cc(C)ccc1C)c1nnnn1C1CCCCC1 (stereo not given),94,87,65,88,99,82,88,69,102
COc1ccc(/C=N/NC(N)=O)cc1,111,106,85,115,111,98,120,93,105
O=C(O)CC(O)(c1ccccc1)c1ccccc1,99,95,92,103,114,103,104,103,·
Cc1cc(-c2cc(C)c(O)c(C)c2)cc(C)c1O,95,89,81,·,97,·,96,86,104
COC(=O)[C@]12CC[C@@H](C)[C@H](C)[C@@H]1C1=CC[C@@H]3[C@@]4(C)C(C=O)=C[C@@](C)(CO)C4=CC[C@@]3(C)[C@]1(C)CC2,32,23,16,76,24,32,63,25,40
C=C(C)[C@@H]1CC[C@]2(C)[C@H](CC=C3[C@@H]4CC(C)(C)CC[C@]4(C(=O)N4CCOCC4)CC[C@]32C)[C@@]1(C)CCC#N,72,46,48,71,73,71,86,89,89
S=C(Cc1ccccc1)N1CCOCC1,107,104,102,115,128,117,103,110,117
CCC(C)(c1ccccc1)c1ccccc1,102,100,95,109,107,106,112,109,111
CCOc1cc2c(cc1OCC)C1CN(C2)Cc2cc(OCC)c(OCC)cc21,96,92,89,140,101,97,101,94,109
